Screening data from PubChem BioAssay.
CASP6 VEID inh: blocks human caspase-6 cleavage activity; P55212; purified caspase-6, Z-VEID-R110 cleavage fluorescence; inhibition, % at 12.5 µM; actives 0.53% (n = 350,000); AID 686996;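 active means mean inhibition across replicates at least about 35%, with every replicate also reaching that limit, limit read from the data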;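 further: 0% = median of neutral control wells and 100% = no fluorescence left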
Target sequence (P55212 24-179 limits assumed): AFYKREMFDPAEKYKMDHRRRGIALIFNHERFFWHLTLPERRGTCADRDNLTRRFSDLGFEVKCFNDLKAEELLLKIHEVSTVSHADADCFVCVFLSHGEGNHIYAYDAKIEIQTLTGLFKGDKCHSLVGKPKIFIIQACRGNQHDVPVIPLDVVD
Target sequence (P55212 194-293 limits assumed): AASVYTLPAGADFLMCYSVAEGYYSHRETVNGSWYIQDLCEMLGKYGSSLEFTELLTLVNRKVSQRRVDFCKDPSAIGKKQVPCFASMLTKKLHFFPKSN
FN deposit inh: fibronectin deposition inhibition | AH1F fibroblasts, Alexa488-fibronectin deposition fluorescence, overnight | inhibition, % at 12.6 µM | actives 0.086% (n = 350,000);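 active means mean inhibition across replicates of 30% or more, regardless of how many single replicates reach that level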;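 further: positive control wells lacked labelled fibronectin entirely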
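test system = AH1F fibroblasts assembling fluorescent fibronectin matrix | quantity = 10000 AH1F cells per well | buffer or medium = DMEM plus 2% serum, read in PBS | doses = single dose, pinned | incubation = 1 h cell attachment, overnight exposure to compound and label | detection = fluorescence at 485 nm excitation, 525 nm emission | read-out basis = inhibition from reduced deposited-fibronectin fluorescence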
miR-122 sensor: inhibitors of miR-122 in Huh7 cells | Huh7 miR-122 Renilla luciferase sensor, 48 h; neutral wells = 0, positive control = 100 | activation (reporter increase), % at 12.5 µM | actives 0.3% (n = 340,000) | AID 602342;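 active means mean replicate activation score at least 90 and every replicate individually at or above 90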;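 further: higher luciferase means less miR-122 activity so hits act as miR-122 inhibitors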
LGR2 antag: inhibitors of bursicon-induced Drosophila LGR2 receptor cAMP signaling | HEK293 LGR2, CRE-luciferase, bursicon-stimulated, 4 h | inhibition, % at 9.99 µM | actives 0.35% (n = 380,000) | AID 720647;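 active means drop in luminescence signal, shown as inhibition above about 50% in the replicate tests, limit read from the data, passing the limit was not always enough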;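 further: agonist challenge used bursicon conditioned medium at about half maximal strength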
Cneo AK release: Cryptococcus neoformans lysis via adenylate kinase release; C. neoformans lysis, adenylate kinase release luminescence, 4 h; normalised: neutral wells 0, clomiphene wells 100; lysis activity, % at 15 µM; actives 0.2% (n = 360,000); AID 651654;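 active means mean lysis activity across replicates of at least 80%, whatever share of replicates individually reach that level; inactive means mean lysis activity below 80%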
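Material: C. neoformans cells; Schedule: 4 h static compound exposure, 37 °C, read 1 h post-reagent; Measured by: adenylate kinase release luminescence; Read-out: signal increase indicating cell lysis; Controls: Clomiphene as positive lysis control.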
EWS-Fli block: blocks EWS/Fli oncoprotein-driven transcription; AID 651661; A673 NR0B1-luciferase reporter, viability-normalised; actives 0.67% (n = 350,000); inhibition, % at 12.6 µM;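 active means mean inhibition of at least 50% after viability correction, with every replicate also passing that limit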;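 further: firefly luciferase signal divided by Alamar Blue viability fluorescence both relative to DMSO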
PAX8 inh HTS: lowers PAX8-driven luciferase in RMG-I cells; AID 652154; actives 1.2% (n = 360,000); RMG-I TPO-luciferase reporter, SteadyGlo, 24 h; inhibition, % at 12.6 µM;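 active means mean replicate inhibition at least 60% with every replicate also reaching 60%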;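 further: luciferase light reporting Pax8 driven TPO promoter activity; plate controls were median of neutral control wells for no effect and mitoxantrone controls for full effect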
PGC1a acetyl inh: lowers PGC1a acetylation signal in U2OS cells; AlphaScreen anti-acetyl-lysine; with virally co-expressed GCN5 acetyltransferase; inhibition, % at 15.6 µM; actives 0.17% (n = 350,000); AID 651687;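 active means every replicate shows inhibition of at least 40%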;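 further: 0% = neutral control wells and 100% = positive control wells; some results beyond the cut were filed as inactive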
* marks the source's active call; other numbers are inactive results; x = no result given; & = joins results of further samples; [ ] = another dose, or the depositor's remark.

SMILES | CASP6 VEID inh | FN deposit inh | miR-122 sensor | LGR2 antag | Cneo AK release | EWS-Fli block | PAX8 inh HTS | PGC1a acetyl inh
CSc1ncc(C(=O)Nc2ccccc2Cl)c(C)n1 | -2 | 3 | -7 | -6 | 0 | -7 | 10 | 4
CCOc1ccc(NC(=O)CN(C)C(=O)c2cc(C)on2)cc1OCC | 8 | 8 | 3 | -3 | 0 | -11 | 5 | -6
Cc1nn(C)c(Cl)c1NC(=O)OCc1ccc(Cl)cc1Cl | x | -4 | -16 | x | -1 | x | 14 | x
NC(=O)N1CCN(CCCN2c3ccccc3Sc3cc(Cl)ccc32)CC1 | -2 | 0 | 3 | 18 | 2 | 8 | 6 | -1
C/C=C/c1ccc([C@@H]2[C@H]3CN(C(=O)c4ccc(F)cc4)CC(=O)N3[C@H]2CO)cc1 | x | x | x | -14 | x | -1 | -12 | 4
O=C(NCc1cccnc1)Nc1ccc(Cl)c(Cl)c1 | -3 | -1 | 0 | -41 | -3 | -58 | -87 | x
COc1ccc(/C=C2\C(=O)ON=C2c2cccc([N+](=O)[O-])c2)cc1 | 6 | -10 | x | -18 | x | 4 | -2 | x
C[C@@H]1CN([C@H](C)CO)C(=O)c2cccc(NC(=O)C3CC3)c2O[C@H]1CN(C)C(=O)NC1CCCCC1 | 1 | x | 11[16.7 µM] | 1 | 9 | -7 | -11 | 5
CC(=O)NC1=C(Nc2ccc(N(C)C)cc2)C(=O)c2ccccc2C1=O | 25 | 7 | -3 | -22 | -2 | -49 | -36 | -5
Cc1cc(Cl)ccc1OCC(=O)N1CC(C)CC(C)C1 (configuration not stated) | x | -36 | -5 | x | 0 | x | -18 | -7
COc1ccc(S(=O)(=O)Nc2ccc3c(c2)C(=O)N([C@H](C)CO)C[C@@H](C)[C@@H](CN(C)S(=O)(=O)c2ccc(Cl)cc2)OCCCC[C@@H](C)O3)cc1 | 2 | 4 | -9[16.7 µM] | 9 | -12 | 13 | 31 | -22
CCC(C(=O)Nc1cc(Cl)c(OC)cc1OC)c1ccccc1 (configuration not stated) | 0 | x | 0 | 6 | 1 | 7 | 4 | 7

Sorted by length of the SMILES (descending): some entries from above.
SMILES | CASP6 VEID inh | FN deposit inh | miR-122 sensor | LGR2 antag | Cneo AK release | EWS-Fli block | PAX8 inh HTS | PGC1a acetyl inh
COc1ccc(/C=C2\C(=O)ON=C2c2cccc([N+](=O)[O-])c2)cc1 | 6 | -10 | x | -18 | x | 4 | -2 | x
NC(=O)N1CCN(CCCN2c3ccccc3Sc3cc(Cl)ccc32)CC1 | -2 | 0 | 3 | 18 | 2 | 8 | 6 | -1
Cc1cc(Cl)ccc1OCC(=O)N1CC(C)CC(C)C1 (configuration not stated) | x | -36 | -5 | x | 0 | x | -18 | -7

New compounds follow.
SMILES | CASP6 VEID inh | FN deposit inh | miR-122 sensor | LGR2 antag | Cneo AK release | EWS-Fli block | PAX8 inh HTS | PGC1a acetyl inh
CSCCC(NC(=O)c1ccco1)C(=O)OCC(=O)N1c2ccccc2NC(=O)C1(C)C (configuration not stated) | 4 | -1 | 5 | -2 | -1 | -1 | 4 | 0
COc1ccccc1C(=O)N1CC(=O)Nc2ccc(C)cc2C1c1ccc(F)cc1 (configuration not stated) | 6 | -4 | 10 | 16 | -4 | 6 | -14 | 8
CCCN=C1N(C)C[C@@H]2[C@@H]3C(=O)N(C)C(=O)[C@@H]3[C@](C)(C(=O)OC)N12 | 3 | -2 | -1 | 12 | -1 | -14 | 5 | 4
CC(C)N(C(=O)[C@H]1C[C@H](CC(=O)NCCc2ccccn2)C(=O)N2CCc3c([nH]c4cc(CCC(=O)N(C)C)ccc34)[C@]12C)C(C)C | -20 | 5 | x | 14 | -3 | -3 | 8 | x
COc1ccc(C)cc1-n1c(=O)c2ccccc2c2ccccc2c1=O | 0 | 1 | x | 0 | x | 15 | 14 | -5
O=C(Cc1csc(NC(=O)Nc2ccc(Cl)cc2)n1)NCc1ccccn1 | 1 | -6 | x | 9 | -16 | -39 | -75 | x
N#Cc1c(N2C(=O)c3ccc(C(=O)O)cc3C2=O)sc2c1CCCC2 | 2 | 3 | -5 | 12 | 4 | 6 | 11 | -3
COCC(=O)Nc1ccc2c(c1)C(=O)N(C)[C@H]1CC[C@H](CC(=O)N3CCc4ccccc4C3)O[C@H]1CO2 | x | -10 | 2[16.7 µM] | 10 | -3 | -1 | -6 | 6
Nc1ccc(C(=O)N2CCN(S(=O)(=O)c3ccc4c(c3)OCCCO4)CC2)cc1[N+](=O)[O-] | 2 | 2 | 17 | -1 | 3 | 6 | 20 | -15
CCOC(=O)CCNC(=O)Nc1cc2nc(C)n(Cc3cccc(Cl)c3)c2nc1C | x | 0 | x | -15 | -1 | -7 | -7 | -6
Cc1ccc(OCC(=O)Nc2ccc(C(=O)O)cc2NC(=O)COc2ccc(C)c(C)c2)cc1C | 2 | x | -3 | -17 | -2 | 7 | 1 | 0
O=C(c1cccc(F)c1)N1CC2(C1)[C@@H](c1ccccc1)[C@@H](CO)N2C(=O)C1CCCC1 | 0 | 10 | x | 6 | x | x | x | -3
O=C(Cc1ccc(Cl)c(Cl)c1)NC1CCCCCC1 | 0 | 8 | 0 | -26 | x | -56 | -46 | -1
CS(=O)(=O)c1ccccc1C(=O)N1CCN(Cc2ccccc2)CC1 | 0 | 9 | 2 | 3 | 0 | -3 | 7 | 12
C[C@@H]1CN([C@@H](C)CO)C(=O)c2cccc(NC(=O)C3CCOCC3)c2O[C@@H]1CN(C)C(=O)NC1CCCCC1 | 1 | 0 | 1[16.7 µM] | 17 | -13 | -4 | -18 | 6
Cn1c(NC2CCCCC2)c(N=O)c(=O)n(C)c1=O | -1 | 8 | x | -6 | x | 6 | 4 | x
CC(C)NC(=O)Nc1ccc2c(c1)C(=O)N([C@@H](C)CO)C[C@H](C)[C@@H](CN(C)C(=O)NC1CCCCC1)O2 | 2 | x | 2[16.7 µM] | -14 | 9 | x | -15 | 7
O=C(C[C@@H]1C[C@@H]2c3cc(NC(=O)C4CCOCC4)ccc3O[C@@H]2[C@@H](CO)O1)NCc1cccc(F)c1 | -1 | -2 | 3[16.7 µM] | -9 | -5 | -4 | 3 | 2
COc1cccc(CN2CCNC(=O)C2CC(=O)N2CCCCO2)c1OC (configuration not stated) | 2 | 0 | x | -5 | x | 14 | 6 | x
CCc1cc(CNC(=O)c2cccc(OC3CCN(S(C)(=O)=O)CC3)c2)on1 | -4 | -5 | x | 0 | 1 | -6 | -6 | x
COc1ccccc1NC(C)C(=O)Nc1ccc(C(C)=O)cc1 (configuration not stated) | -3 | -2 | x | 10 | x | -4 | 33 | x
Cc1noc(C)c1NC(=O)N(C)C[C@H]1OCCCC[C@@H](C)Oc2ccc(NC(=O)C3CCCCC3)cc2C(=O)N([C@H](C)CO)C[C@H]1C | 1 | x | 12[16.7 µM] | -4 | 2 | 2 | -2 | -3
CC(Cl)C(=O)c1c[nH]c2ccccc12 (configuration not stated) | -6 | x | x | 5 | x | 14 | 26 | x
Cc1ccc(OCC(O)CN2CCN(Cc3ccc4c(c3)OCO4)CC2)c(C)c1 (configuration not stated) | -1&-1 | -6 | -7&6 | -14&-15 | 3 | -8&4 | x | 6&11
COc1ccc(-c2oc3ncnc(N)c3c2-c2ccccc2)cc1 | x | 0 | 10 | x | 7 | x | 3 | x
C=CCN1C(=O)C(Cc2cccc(Cl)c2)SC1=Nc1ccc(C(=O)O)cc1 (configuration not stated) | -1 | 1 | x | -5 | x | 4 | -8 | x
CCc1cccc2c(=O)c(C(=O)N3CCCCCC3)c[nH]c12 | x | -4 | 20 | x | 0 | x | 9 | x
CC(CCc1ccco1)NC(=O)CCc1nnc2ccc(NCc3ccccc3)nn12 (configuration not stated) | 0 | 2 | -1 | -1 | -1 | x | 9 | 4
CCN(C(=O)CN1CCN(c2ccccc2)CC1)c1c(N)n(Cc2ccccc2)c(=O)[nH]c1=O | x | -2 | -21 | x | -2 | x | -6 | 0
COc1cc(NC(=O)c2csc3c2CCCC3)ncn1 | 2 | x | x | -24 | -3 | -100 | x | 0
COc1ccc(NC(=O)/C=C/C(=O)O)cc1Cl | -3 | x | -8 | -9 | 0 | 1 | x | 21
O=C(CNC(=O)OCc1ccccc1)Oc1cc2oc(=O)cc(-c3ccccc3)c2cc1Cl | -5 | -1 | 7 | 0 | -1 | x | x | 3
CC(=O)Nc1ccc(S(=O)(=O)Nc2nc3ccccc3nc2Nc2ccccc2)cc1 | -3 | x | x | 8 | x | -6 | -4 | x
C[C@H]1CN([C@@H](C)CO)C(=O)c2cc(NC(=O)Cc3cn(C)c4ccccc34)ccc2O[C@H]1CN(C)Cc1ccc(C(F)(F)F)cc1 | 0 | x | 2[16.7 µM] | 16 | 5 | 1 | 2 | 12
CC(C)(C)C(=O)Oc1cc(N)n(S(=O)(=O)c2ccc(F)cc2)n1 | x | 4 | 0 | x | 0 | x | -5 | -1
O=C(Cc1cccnc1)N1CC(=O)N2[C@H](C1)[C@H](c1ccc(C#CC3CCCCC3)cc1)[C@@H]2CO | 4 | 11 | x | -9 | x | 11 | 12 | -7
COc1cc2c3c(c1OC)C1(C=CC(=O)C=C1)CC3N(C(C)=O)CC2 (configuration not stated) | 2 | 0 | -10 | -9 | 1 | 12 | 30 | -5
CCOc1ccc2nc(SCC(=O)NCC3CCCO3)c(C#N)cc2c1 (configuration not stated) | -1 | 6 | 1 | 5 | 0 | -22 | -12 | 12
CCN(CC)C1CCN(C(=O)c2cc(COc3ccccc3SC)on2)C1 (configuration not stated) | -4 | -2 | -4 | 2 | 0 | x | -4 | -4
CNc1nc(C)c(C(C)(C)C)s1 | -4 | 12 | -5 | 0 | -1 | 1 | -16 | -1
C[C@H]1CCCCO[C@@H](CN(C)C)[C@@H](C)CN([C@@H](C)CO)C(=O)c2cc(NS(=O)(=O)c3ccc(F)cc3)ccc2O1 | 0 | 0 | 4[16.7 µM] | 6 | 49 | -4 | -11 | 0
CC1c2nc3ccccc3n2C(CC(=O)NCCCN2CCOCC2)C(=O)N1Cc1ccccc1 (configuration not stated) | 0 | -6 | 14 | 7 | -1 | 5 | 4 | -10
O=C(CC(F)(F)F)N1C[C@@H]2[C@H](c3ccccc31)[C@H](CO)N2CC1CCOCC1 | -1 | -9 | -14[16.7 µM] | 1 | 55 | 1 | 19 | -2
COc1ccccc1CNC(=O)Cn1cnnn1 | -3 | 5 | -9 | -1 | -1 | 4 | 14 | 3
CC=Cc1ccc2n(c1=O)C[C@@H]1[C@@H](CO)[C@H](C(=O)N[C@H](C)c3ccccc3)[C@H]2N1Cc1ccncc1 (mixture of isomers) | 4 | x | -2[16.7 µM] | -18 | 48 | 1 | -12 | x
O=C(NCCCCc1ccccc1)c1cccc(NC(=O)C2CCC2)c1 | 1 | -3 | 7 | -5 | 2 | 1 | 3 | -6
COc1cc2c(cc1OC)C(c1ccc(O)cc1)NCC2 (configuration not stated) | 1 | 4 | -7 | -8 | 4 | 6 | 2 | 3
CCCCNC(=O)C1(C)CCCCN1C(=O)c1cc(C)n(C(C)(C)C)n1 (configuration not stated) | -2 | -13 | 2 | 4 | 2 | -4 | 0 | -1
COC(=O)COc1ccc(S(=O)(=O)N2CCN(c3ccccc3F)CC2)cc1C | x | -2 | -7 | -16 | 0 | x | x | -5
